Screens (PubChem)
BoNT-A LC inh2: BoNT/A light chain protease inhibitors, primary screen, biochemical, flow cytometry, MLPCN library; Botulinum neurotoxin type A light chain protease (Clostridium botulinum A str. ATCC 3502); AID 588499, 2011; hit rate 0.17% among 360,000; multiplex microsphere protease substrate cleavage; inhibition, % at 10 µM; further: plate controls were buffer without enzyme for full effect and enzyme alone for no effect
TcdB inh: TcdB glycohydrolase inhibitors, primary screen, biochemical, single point, plate reader; Toxin B (Clostridioides difficile), P18177; TcdB glycohydrolase enzymatic assay; inhibition, % at 9.99 µM; hit rate 0.24% among 350,000; AID 652162, 2013; in the data active means inhibition above about 10%
Yp Topo-I inh: Yersinia pestis topoisomerase I inhibitors, primary screen, biochemical, cleavage product accumulation, plate reader, single point | DNA topoisomerase I (Yersinia pestis CO92) | Y. pestis Topo-I cleavage product accumulation | activity, % at 10 µM | hit rate 0.064% among 360,000; in the data active means activity above about 50%, passing the limit was not always enough; inconclusive means no clear call, values can overlap the other calls; further: inactives centre near 2
PriA SSB inh: inhibitors of Klebsiella pneumoniae PriA binding to SSB C-terminal tail, primary screen, biochemical, AlphaScreen | PriA–SSB C-terminal tail interaction (Klebsiella pneumoniae) | AlphaScreen SSBct-PriA binding, biotinylated peptide | inhibition, % at 33 µM | hit rate 0.6% among 430,000 | AID 1272365, 2023; in the data active means inhibition mostly above about 37%, no sharp cut-off; inactive means mostly below about 20%;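 further: plate controls were negative control peptide for no effect and reference peptide for full effect; strong numbers were not always called active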
3CLpro inhibitor: SARS-CoV 3CLpro protease inhibitors, primary screen, biochemical, quenched FRET; hit rate 0.14% among 290,000; recombinant SARS-CoV 3CLpro, quenched FRET peptide cleavage; AID 1706, 2009; inhibition, % at 6 µM; in the data active means inhibition above about 12%
PrPC surface inh: inhibitors of human cell surface prion protein PrPC, primary screen, cell-based, TR-FRET | AID 720596, 2013 | Major prion protein (Homo sapiens), P04156 | hit rate 0.43% among 370,000 | TR-FRET read-out | inhibition, % at 13.8 µM; in the data active means inhibition above about 24%; further: 0% = median of the test wells and 100% = reference compound wells
Anthrax LF prot: Bacillus anthracis LF protease inhibitors, primary screen, biochemical, multiplex microsphere, MLPCN library; Lethal factor (Bacillus anthracis), P15917; multiplex microsphere protease cleavage assay; inhibition, % at 10 µM; hit rate 0.12% among 360,000; AID 588501, 2011; further: plate controls were buffer without enzyme for full effect and enzyme alone for no effect
Target sequence (P15917 whole entry, looked up): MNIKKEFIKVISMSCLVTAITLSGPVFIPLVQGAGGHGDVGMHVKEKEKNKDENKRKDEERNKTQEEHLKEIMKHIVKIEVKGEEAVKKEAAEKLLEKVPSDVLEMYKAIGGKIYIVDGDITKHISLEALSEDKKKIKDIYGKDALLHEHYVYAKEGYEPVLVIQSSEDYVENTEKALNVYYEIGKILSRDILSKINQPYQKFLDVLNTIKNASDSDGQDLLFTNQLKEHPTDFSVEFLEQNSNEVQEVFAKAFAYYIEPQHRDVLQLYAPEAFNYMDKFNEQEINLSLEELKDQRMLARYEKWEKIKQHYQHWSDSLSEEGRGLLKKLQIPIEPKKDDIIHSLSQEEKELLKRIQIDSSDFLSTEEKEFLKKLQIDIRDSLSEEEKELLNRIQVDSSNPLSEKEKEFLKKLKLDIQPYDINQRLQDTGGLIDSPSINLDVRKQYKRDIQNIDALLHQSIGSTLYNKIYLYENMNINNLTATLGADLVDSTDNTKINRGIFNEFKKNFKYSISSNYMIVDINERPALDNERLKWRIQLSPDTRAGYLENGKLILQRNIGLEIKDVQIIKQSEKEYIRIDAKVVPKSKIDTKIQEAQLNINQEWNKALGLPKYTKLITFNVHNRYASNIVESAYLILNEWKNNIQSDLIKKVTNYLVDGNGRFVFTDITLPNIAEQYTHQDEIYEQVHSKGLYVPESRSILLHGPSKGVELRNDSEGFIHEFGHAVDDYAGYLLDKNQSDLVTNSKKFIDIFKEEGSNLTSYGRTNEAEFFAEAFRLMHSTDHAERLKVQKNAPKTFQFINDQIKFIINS
PfHsp40 rescue: rescue of yeast from PfHsp40 toxicity, primary screen, S. cerevisiae, ATP luminescence | growth rescue, % at 12.5 µM | AID 504582, 2011 | S. cerevisiae expressing PfHsp40, growth rescue | hit rate 0.68% among 340,000; in the data active means growth rescue above about 28%, passing the limit was not always enough; inconclusive means no clear call, values can overlap the other calls;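 further: yeast W303a lacking pdr1 and pdr3 grown in galactose medium; growth measured after three days at 30 °C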
Vc quorum ag: inducers of Vibrio cholerae quorum light production without autoinducers, primary screen, BH1578 luxS cqsA deficient, single point. activation, % at 18.7 µM. V. cholerae BH1578 lux reporter, luminescence, 6 h. hit rate 0.16% among 350,000; in the data active means activation mostly above about 9.7%, no sharp cut-off; inconclusive means no clear call, values can overlap the other calls; inactive means mostly below about 3.7%; further: not every result past the cut was called active; inactives centre near 0; reference of the scale not given here
Starred values were filed as active, the others as inactive; i = inactive; ? = inconclusive; · = not tested or not shown; & = joins results of further samples. Unless noted, no stated cut-off is given here; in the data, active means inhibition above about 30%; inconclusive means no clear call, values can overlap the other calls; inactive means below that. The list is partial; count on the stated rates, not on these rows.

Every second line gives: PriA SSB inh | 3CLpro inhibitor | Vc quorum ag | PrPC surface inh | PfHsp40 rescue | Anthrax LF prot | TcdB inh | Yp Topo-I inh | BoNT-A LC inh2
O=C(NCCN1CCOCC1)c1c(F)c(F)c(F)c(F)c1F
    -13 | -2 | i | 0 | -0.6 | -1 | · | 2 | 0.2
Cc1ccc(OCc2cc(C(=O)N3CCN(C)C[C@@H]3c3ccccc3)no2)cc1C
    -15 | -2 | i | 2 | 0.0 | -2 | 1.8 | 24 | 0.3
O=C(N/C(=C\c1ccco1)C(=O)N1CCCC1CO)c1ccccc1 (stereo unspecified)
    -3 | 2 | i | -7 | 1.3 | 2 | 0.6 | -5 | 0.3
Cc1cc(NC(=S)Nc2cccnc2)ccc1Br
    -26 | 3 | i | -2 | -0.4 | 0 | 1.6 | 7 | -0.6
CCOc1ccc2c(c1)OC(c1ccc(C)cc1)(C(F)(F)F)NC2=O (stereo unspecified)
    -10 | -4 | -0.5 | 11 | 5.4 | -6 | · | -6 | -0.1
COc1ccc2cc3cc(C(=O)N4CCN(c5ccccc5)CC4)oc3nc2c1
    -2 | 1 | i | -1 | 0.5 | -1 | · | -7 | -0.7
CCOc1ccc(C(=O)NCC(=O)OCC(=O)N2CCCC2)cc1
    -3 | 2 | i | 0 | 0.6 | -5 | 1.3 | -9 | -0.5
Cc1ccccc1NC(=O)c1cc(S(=O)(=O)c2ccccc2)ccc1Cl
    -18 | -1 | -1.2 | 11 | -0.9 | 2 | · | 2 | 0.4
CCN1CCCC1CNC(=O)c1ccc(N2CCCC2=O)cc1 (stereo unspecified)
    -1 | -1 | 13 | -2 | -1.0 | -5 | · | -1 | -0.1
CCN(c1ccccc1)S(=O)(=O)c1ccc(OC)c(NC(=O)c2c(C)noc2C)c1
    -2 | · | i | -8 | 3.1 | -1 | 0.2 | -2 | -1.2
CCC(=O)N1CCCC1(C)C(=O)Nc1cccc(Oc2ccccc2)c1 (stereo unspecified)
    · | · | i | -5 | · | -5 | 2.0 | 2 | -0.2
O=[N+]([O-])c1cccc(/C=N/n2c(COc3ccccc3)n[nH]c2=S)c1
    · | 0 | -1.3 | -6 | -0.1 | -8 | · | 1 | 0.3
CCOc1cccc(-c2c(C(=O)N/N=C/c3cccs3)nnn2-c2nonc2N)c1
    · | 5 | i | -7 | -0.2 | -3 | 2.4 | 0 | 1.0
O=C(c1ccc(=O)[nH]n1)N1CCN(S(=O)(=O)c2cccc(F)c2)CC1
    -3 | · | i | 9 | -1.4 | -3 | 1.0 | -5 | -4.1
COc1cc(/C=C/C(=O)O)cc(S(=O)(=O)Nc2cc(Cl)c(Cl)cc2Cl)c1OC
    -9 | 4 | -0.3 | -3 | -0.6 | -1 | 2.6 | -2 | -0.9
O=C(CCC1CCCCC1)NCc1ccncc1
    -4 | 0 | i | -2 | 0.0 | 3 | · | 2 | 1.0
Cc1cccc(Nc2cnn(C34CC5CC(CC(CC(=O)O)(C5)C3)C4)c(=O)c2Cl)c1
    -12 | -3 | -2.8 | 3 | -0.1 | -3 | 0.8 | -5 | -0.1
N#C/C(=C/c1ccc(N2CCOCC2)o1)c1nc2ccccc2[nH]1
    8 | 0 | i | 9 | -0.8 | -1 | · | -8 | -4.6
CN(CC1CCN(CCc2cccc(C(F)(F)F)c2)CC1)C(=O)c1ccc(F)cc1F
    -14 | -3 | -0.4 | -5 | -0.4 | 4 | -0.3 | 7 | 0.7
O=C(O)CNC(=O)c1ccc(S(=O)(=O)N2CCOCC2)cc1
    -7 | 4 | -0.2 | -5 | -1.1 | 1 | · | 9 | 1.1
N=C1/C(=C/c2coc3ccccc3c2=O)C(=O)N=C2SC(c3ccco3)=NN12
    1 | -1 | i | · | · | 6 | · | -3 | 0.0
N[C@@H](Cc1ccc(O)cc1)c1nnc([C@H](CO)NC(=O)C2CCNCC2)o1
    -4 | -6 | -0.5 | 7 | -1.0 | 2 | -0.2 | 9 | 0.2
CC1CCCC(C(=O)O)N1C(=O)CCSC(=O)c1ccccc1 (stereo unspecified)
    -3 | 3 | -0.4 | -7 | 0.4 | -3 | · | -5 | 2.5
Cc1cc(SCC(=O)O)nc2ccccc12
    -8 | 4&1 | -0.6 | 11&11 | -0.4&-0.2 | -5&-5 | 0.2&-0.5 | -2&1 | ?
C[C@@H]1CN([C@H](C)CO)C(=O)CCCn2cc(nn2)CO[C@H]1CN(C)S(=O)(=O)c1ccccc1
    · | · | -2.4 | 8 | · | -2 | -0.9&0.5 | -1 | 0.0
CN(C)CCN=Cc1c(O)n(CCC2=CCCCC2)c(=O)[nH]c1=O
    1 | -4 | i | 5 | 0.6 | 0 | · | 10 | 0.3
CCCCN(CCCC)Cc1ccc(C(=O)NNC(=O)Nc2ccc(Cl)cc2)o1
    0 | 1 | 0.0 | -1 | 0.7 | -5 | 0.5 | 0 | -0.6
CCCC(=O)N1CCCC1(C)C(=O)Nc1cc(OC)c(OC)c(OC)c1 (stereo unspecified)
    · | · | i | -2 | · | 5 | 0.7 | 3 | -0.3
O=C(NNC(=O)c1cccc2ccccc12)c1cccc(Br)c1
    -5 | · | 1.0 | -16 | 1.7 | -2 | 1.2 | 2 | -0.2
Cc1ccc(C(=O)COC(=O)c2cc(=O)[nH]c3ccccc23)cc1C
    -2 | -3 | -0.3 | -6 | -1.6 | -3 | 0.7 | 16 | -0.8

Copied from the list:
`C[C@@H]1CN([C@H](C)CO)C(=O)CCCn2cc(nn2)CO[C@H]1CN(C)S(=O)(=O)c1ccccc1` in PrPC surface inh is listed with 8
`CN(C)CCN=Cc1c(O)n(CCC2=CCCCC2)c(=O)[nH]c1=O` in PfHsp40 rescue is listed with 0.6

The results go on:
Every second line gives: PriA SSB inh | 3CLpro inhibitor | Vc quorum ag | PrPC surface inh | PfHsp40 rescue | Anthrax LF prot | TcdB inh | Yp Topo-I inh | BoNT-A LC inh2
O=c1c2ccccc2nc(CNCC2CCCO2)n1-c1ccc(F)cc1 (stereo unspecified)
    -2 | 1 | 4.2 | -7 | -0.3 | -4 | 0.4 | -1 | 0.2
CCC(C)NC(=O)c1ccccc1NC(=O)Nc1ccccc1 (stereo unspecified)
    -11 | 2 | -0.6 | 6 | -0.6 | 2 | · | -4 | -0.8
CC(C(=O)c1ccc(Cl)cc1Cl)n1cncn1 (stereo unspecified)
    -2 | -1 | 0.8 | -6 | 1.1 | -4 | 0.2 | 3 | 0.5
CC1CCCC(C)N1CCCNC(=O)CN1C(=O)c2cccnc2Oc2ccc(Cl)cc21 (stereo unspecified)
    -7 | 1 | 0.4 | 1 | 1.8 | -2 | -0.6 | -13 | 0.2
O=C(CN1CCN(C(=O)c2ccco2)CC1)NCc1ccc(Cl)cc1
    -8 | -2 | -0.2 | 1 | -0.7 | 0 | -2.5 | 1 | -1.3
c1ccc(CSc2ncccn2)cc1
    9&-3 | -6 | -0.2 | -4 | 0.1 | -3 | · | 4 | -0.5
CCOc1ccccc1CNc1ccc(O)cc1
    10 | 3 | 0.5 | -13 | 2.0 | -10 | 1.5 | 0 | 4.4
COc1ccccc1C(=O)Nc1ccccc1C(=O)Nc1ccccc1
    -12 | · | -0.4 | 4 | · | 3 | 0.1 | 18 | -2.6
COc1cc(NC(=O)CC(C)C)ccc1NC(=O)c1ccco1
    5 | -4 | 2.8 | -7 | 0.7 | 0 | -0.3 | -9 | -1.0
Nc1ccc2nn(-c3ccc(F)cc3)nc2c1
    -18 | -12 | 0.0 | -8 | -1.0 | -12 | 0.3 | -6 | 0.7
COCCN(C(=O)/C=C/c1ccccc1)c1nnc(-c2cccnc2)s1
    -2 | 1 | -0.6 | 1 | -0.4 | -9 | 0.1 | 2 | -1.2
O=c1oc(-c2ccccc2)nc2ccsc12
    -9 | -3 | i | 7 | -0.4 | -4 | · | 2 | -0.4
CN1CCN(C(=O)c2ccc(F)c(F)c2)CC1
    -16 | -4 | 1.1 | 4 | -0.7 | -10 | -0.3 | -4 | -2.2
O=C(Nc1nnc(C2CC2)s1)C1CCCCN1S(=O)(=O)c1ccccc1 (stereo unspecified)
    -2 | -4 | i | 2 | -1.0 | -5 | 0.6 | 11 | -1.5
O=C(O)CCSc1nnc(CNc2ccc(Cl)cc2)n1Cc1ccccc1
    -4 | 0 | -0.6 | 7 | -1.0 | 1 | · | 2 | -0.2
CC(=O)NCCC(=O)Nc1nc(-c2ccc3c(c2)OCCO3)cs1
    7 | 0 | 5.3 | -1 | -0.2 | 0 | -0.1 | -1 | 2.0
O=C(C[C@H]1C(=O)N(C2CCCCC2)C[C@@H]1Cc1ccccc1)Nc1ccccc1
    0 | 2 | i | 0 | 0.2 | 2 | -0.2 | 11 | -0.8
CCc1ccc(NC(=S)NC2CCN(Cc3ccccc3)CC2)cc1
    11 | 2 | -0.3 | -10 | -0.4 | -2 | · | -9 | 0.9
CCOC(=O)Cn1c(C)cc(COC)c(C#N)c1=O
    -11 | 3 | -0.3 | 0 | 0.4 | -3 | 0.3 | 3 | 0.5
COC(=O)c1cnn(-c2ccccc2)c1N
    -10 | -1 | i | 4 | 0.8 | 5 | 1.4 | 6 | 0.2
Nc1c(Cl)cc(-c2csc(N3CCCC3c3nc4cc(Cl)c(N5CCCCC5)cc4n3CCOCCO)n2)cc1Cl (stereo unspecified)
    -5 | · | i | 8 | 20 | -6 | 0.6 | 17 | -0.5
COc1ccc(Oc2nccc(-c3ccc(F)cc3)c2C#N)cc1
    -9 | 6 | 4.5 | 3 | 0.6 | 2 | · | 5 | 0.2
O=c1c2ccsc2ncn1Cc1ccccc1F
    -1 | 2 | 0.7 | -6 | -1.5 | -5 | · | 4 | -0.1
COc1ccc(C(=O)COC(=O)c2ccccn2)cc1OC
    6 | · | 0.3 | 2 | -1.4 | 2 | 1.7 | 3 | 0.6
COc1ccc(OC)c(-c2csc(NC(=O)Cc3ccc(OC)c(OC)c3)n2)c1
    3 | 0 | -0.3 | 8 | 3.4 | 0 | 1.3 | 25 | -0.6
CCN(CC)C(=O)C(=O)c1cccn1-c1c(Cl)cccc1C#N
    -24 | 0 | -0.4 | -2 | -0.2 | -4 | -0.1 | -7 | -1.6
Cn1c(=O)c2c(nc(NCc3ccco3)n2CC(O)COc2ccccc2)n(C)c1=O (stereo unspecified)
    3 | 3 | i | 2 | -0.5 | 0 | · | -1 | -0.1
CN(C)C(C)(C)C#CCC(c1ccccc1)c1ccccc1
    1 | 4 | -0.3 | -1 | -1.5 | 0 | · | 15 | -0.5
CC(=O)c1cccc(-n2nnnc2SCC(=O)NNC(=O)C2CCCCC2)c1
    5 | 2 | 1.7 | 0 | -1.4 | -4 | 0.7 | 8 | -0.3
O=c1[nH]c(CN(CCc2ccccc2)S(=O)(=O)c2ccc(Cl)cc2)nc2ccccc12
    1 | 3 | -0.1 | -3 | -0.9 | 0 | 1.4 | -6 | -0.6
CSc1cccc(NC(=O)C2CC(=O)N(c3ccc4c(c3)OCCO4)C2)c1 (stereo unspecified)
    · | · | i | 2 | · | 3 | -0.7 | -3 | 0.0
COc1ccc(Br)cc1C(=O)Nc1cccc(-c2nnc(-c3ccco3)o2)c1
    0 | 0 | -0.5 | -2 | -0.4 | 1 | · | 7 | -0.5
